Compound activity from PubChem.
PrPC surface inh – cell surface PrPC inhibition, primary TR-FRET screen. TR-FRET read-out. 370,000 tested, 0.43% active. inhibition, % at 13.8 µM. P04156; in the data active means inhibition above about 24%; further: 0% = median of the test wells and 100% = reference compound wells
BoNT-F LC inh – BoNT F light chain protease inhibition | Multiplex microsphere protease cleavage assay, flow cytometry | inhibition, % at 10 µM | 360,000 tested, 0.22% active; in the data active means inhibition above about 35%, passing the limit was not always enough; inconclusive means no clear call, values can overlap the other calls; further: plate controls were buffer without enzyme for full effect and enzyme alone for no effect
Mtb FBA inh – inhibits M. tuberculosis FBA enzyme; purified M. tuberculosis FBA, fluorescence read-out; inhibition, % at 1 µM; 360,000 tested, 2.3% active; AID 588726; in the data active means inhibition above about 27%;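 further: 0% = vehicle and 100% = reference inhibitor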
Target sequence (P9WQA3 whole entry, looked up): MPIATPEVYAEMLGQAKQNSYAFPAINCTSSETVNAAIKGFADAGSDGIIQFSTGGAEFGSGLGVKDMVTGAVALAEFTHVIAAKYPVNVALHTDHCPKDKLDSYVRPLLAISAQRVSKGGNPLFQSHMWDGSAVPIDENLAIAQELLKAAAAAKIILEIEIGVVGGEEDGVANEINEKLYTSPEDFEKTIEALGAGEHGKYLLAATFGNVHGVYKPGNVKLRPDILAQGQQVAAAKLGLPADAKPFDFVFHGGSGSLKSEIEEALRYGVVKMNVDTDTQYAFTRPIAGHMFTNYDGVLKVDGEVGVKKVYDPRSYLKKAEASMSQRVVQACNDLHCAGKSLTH
Rv3671c protease – Rv3671c (M. tuberculosis) protease inhibition; inhibition, % at 5.96 µM; 320,000 tested, 0.048% active; AID 2606; in the data active means inhibition above about 38%;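 further: extracellular domain of Rv3671c used as enzyme; 0% = enzyme with DMSO and 100% = no enzyme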
Target sequence (P9WHR9 whole entry, looked up, the tested form may be a part): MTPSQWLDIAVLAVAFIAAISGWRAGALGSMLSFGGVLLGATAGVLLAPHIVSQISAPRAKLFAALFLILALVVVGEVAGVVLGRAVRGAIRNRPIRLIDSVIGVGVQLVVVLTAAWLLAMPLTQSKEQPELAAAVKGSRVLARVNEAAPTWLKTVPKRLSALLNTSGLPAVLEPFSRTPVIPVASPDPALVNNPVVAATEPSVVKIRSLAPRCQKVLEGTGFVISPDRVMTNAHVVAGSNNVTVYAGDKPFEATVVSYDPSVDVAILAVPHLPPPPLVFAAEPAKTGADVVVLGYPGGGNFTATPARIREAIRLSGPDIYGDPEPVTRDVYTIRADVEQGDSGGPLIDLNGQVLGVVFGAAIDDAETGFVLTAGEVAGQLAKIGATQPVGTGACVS
FadD28 binding – inhibitors of Mycobacterium tuberculosis FadD28 bisubstrate binding; 360,000 tested, 0.22% active; FadD28 bisubstrate probe binding, fluorescence polarization; inhibition, % at 12.5 µM; in the data active means inhibition above about 8.5%, passing the limit was not always enough; inconclusive means no clear call, values can overlap the other calls
MazEF act – activators of E. coli MazEF toxin-antitoxin RNase. P0AE70. FAM/BHQ RNA-DNA oligo cleavage fluorescence, 5 h. activation, % at 20 µM. 350,000 tested, 0.32% active; in the data active means activation above about 50%
Target sequence (P0AE70 whole entry, looked up): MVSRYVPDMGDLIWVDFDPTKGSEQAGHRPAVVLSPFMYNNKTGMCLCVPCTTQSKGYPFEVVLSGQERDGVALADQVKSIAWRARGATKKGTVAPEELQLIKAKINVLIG
GDH-TPI inh – counter-screen for M. tuberculosis FBA inhibitors: GDH-TPI coupled enzymes. GDH-TPI coupled enzyme counterscreen, NADH absorbance. inhibition, % at 4.8 µM. 360,000 tested, 1.2% active. AID 588335; in the data active means inhibition above about 30%;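 further: 0% = DMSO wells and 100% = wells lacking the enzyme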
BioA inh – blocks M. tuberculosis BioA enzyme activity; purified M. tuberculosis BioA enzyme, plate reader; inhibition, % at 9.99 µM; 360,000 tested, 0.096% active; AID 602481; in the data active means inhibition above about 40%; inconclusive means no clear call, values can overlap the other calls
Mtb UGM inh – blocks M. tuberculosis UGM enzyme | 320,000 tested, 0.06% active | P9WIQ1 | inhibition, % at 10 µM | AID 504406 | purified UGM, fluorescence polarization probe displacement; in the data active means inhibition above about 10%, passing the limit was not always enough; inconclusive means no clear call, values can overlap the other calls
The depositor's hits bear a star; u = inconclusive; x = no result given.

SMILES	PrPC surface inh	BoNT-F LC inh	Mtb FBA inh	Rv3671c protease	FadD28 binding	MazEF act	GDH-TPI inh	BioA inh	Mtb UGM inh
Cc1onc(-c2ccccc2)c1C(=O)N1CCN(Cc2ccccc2)CC1	1	1	-3	3	-4.4	2	2	0.8	1.2
CC(=O)Cc1cc(O)c2ccccc2c1OC(=O)c1ccc(Br)cc1	-2	-5	-5	-4	-2.8	-3	6	x	3.0
Cc1ccc(C(=O)CSc2nnc(CNc3ccc(C)cc3C)n2Cc2ccco2)cc1	0	-5	1	1	-0.5	-8	0	-1.6	-1.0
Cc1ccc(OCCCN(C)C)c(Br)c1	-4	3	1	-2	-1.0	14	19	-1.6	1.0
COc1ccc(CNC(=S)NNC(=O)c2cc3ccccc3o2)cc1	0	-11	0	6	0.4	-2	18	x	5.0
O=c1cc(/C=C/c2c(F)cccc2Cl)[nH]c2ccccc12	6	-4	45*	-51	-0.2	15	14	-0.5	-1.4
COCCn1c(SCC(=O)NC2CCCC2)nnc1-c1ccncc1	7	11	-1	-2	-1.1	0	3	-1.1	1.1
COc1ccc(Cl)cc1NC(=O)NCCCl	3	8	-1	7	-4.2	3	-11	-0.2	1.0
CC(=O)N1c2ccc(S(=O)(=O)NCCC(=O)NC3CCCCCC3)cc2CC1C (stereo unspecified)	10	7	4	-5	0.0	-1	2	1.2	0.9
COc1ccc(CNC(=O)c2cnn3c(C(F)F)cc(C)nc23)cc1OC	2	8	7	-3	-1.8	3	8	-0.6	-1.4
Cc1ccc(-c2cc(C(=O)Nc3cc(C)ccc3O)no2)cc1	-1	u	2	0	-0.6	12	16	-2.8	2.3
CC(OC(=O)C1CCN(S(=O)(=O)c2ccccc2C(F)(F)F)CC1)C(=O)N(C)Cc1ccccc1 (stereo unspecified)	3	8	-3	6	-4.2	3	1	-1.0	3.6
CCCOc1ccc(C(=O)N2CCCC2C(=O)O)cc1 (stereo unspecified)	-2	3	-1	0	-1.9	13	23	x	-1.4
Cc1ccc(S(=O)(=O)N(C)C)cc1NC(=O)COC(=O)c1sc2cc(Cl)ccc2c1Cl	8	-3	1	-13	-0.2	-27	5	-0.2	1.1
O=C(Oc1ccc2c(c1)OCC2=O)c1ccccc1	-3	3	1	-5	-0.9	7	13	0.5	-1.6
CCNC(=S)N/N=C1\CCCCc2ccccc21	-1	-20	4	-18	-1.0	-2	9	-0.2	1.5
Cc1nc(N2CCC3(CC2)OCCO3)c2nnn(Cc3ccccc3F)c2n1	1	10	1	-2	-3.3	-2	-6	0.3	0.7
CCS(=O)(=O)N1CCCC(C(=O)NC2CCCCC2)C1 (stereo unspecified)	6	-2	0	-2	-4.4	2	0	0.9	2.1
CN(C)c1ccc(/C=N/NC(=O)c2nnn(-c3nonc3N)c2CN2CCCCCC2)cc1	0	-13	0	6	0.0	1	21	-0.7	0.9
COc1ccc(NC(=O)CC2C(=O)N(Cc3ccccc3)C(=S)N2CCN2CCOCC2)cc1 (stereo unspecified)	3	-7	9	-6	-0.7	7	-4	1.8	1.2
CCc1ccc(OCC(=O)NCCc2ccc3c(c2)OCCO3)cc1	-5	-3	0	6	-3.4	-1	-1	0.0	-3.0
COc1cc(/C=C/C(=O)N(C)CC(=O)Nc2ccccc2Br)cc2c1OCCO2	-1	x	8	0	-3.3	5	9	-1.3	-1.2
Cc1ccc(-c2nc3ccc(Cl)cn3c2Cc2cccc(F)c2)cc1	6	7	6	x	-10	x	x	-0.1	x
CCOc1ccc(S(=O)(=O)Nc2cccc(C(=O)NCCCN3CCCC3=O)c2)cc1	-3	-7	1	-5	-2.2	0	-1	0.1	0.3
Cc1nc2c(C(=O)N3CCOCC3)cnn2c(C)c1Cc1ccc(Cl)cc1	-1	0	38*	-5	-2.8	1	20	x	0.7
COc1ccc2c(c1OC)C(=O)OC2n1c(O)c(N=NC(C)=O)c2ccccc21 (stereo unspecified)	-3	-1	-1	1	-2.6	14	16	0.0	-1.8
C=CCN(c1ccccc1)S(=O)(=O)c1cc2c(cc1C)NC(=O)CO2	-1	0	0	4	-3.8	8	-2	-0.8	-0.7
Cc1ccc(C(=O)NNC(=O)c2ccoc2C)s1	-1	-9	-2	x	-4.1	2	4	-0.8	x
COc1cc(C2C(C#N)=C(N)N(c3sc4c(c3C#N)CCCC4)C3=C2C(=O)CC(C)(C)C3)cc(OC)c1OC (stereo unspecified)	x	11	-4	-6	-1.7	-10	15	-3.4	-2.1
Cn1c(-c2ccsc2)c(-c2cccs2)c2cc(-c3ccc4cc[nH]c4c3)ccc21	2	-2	5	12	0.5	-10	35*	-1.9	-0.7

Some of the entries so far, in markdown:
| SMILES | PrPC surface inh | BoNT-F LC inh | Mtb FBA inh | Rv3671c protease | FadD28 binding | MazEF act | GDH-TPI inh | BioA inh | Mtb UGM inh |
| --- | --- | --- | --- | --- | --- | --- | --- | --- | --- |
| COc1cc(C2C(C#N)=C(N)N(c3sc4c(c3C#N)CCCC4)C3=C2C(=O)CC(C)(C)C3)cc(OC)c1OC (stereo unspecified) | x | 11 | -4 | -6 | -1.7 | -10 | 15 | -3.4 | -2.1 |
| C=CCN(c1ccccc1)S(=O)(=O)c1cc2c(cc1C)NC(=O)CO2 | -1 | 0 | 0 | 4 | -3.8 | 8 | -2 | -0.8 | -0.7 |
| COc1cc(/C=C/C(=O)N(C)CC(=O)Nc2ccccc2Br)cc2c1OCCO2 | -1 | x | 8 | 0 | -3.3 | 5 | 9 | -1.3 | -1.2 |
| COc1ccc2c(c1OC)C(=O)OC2n1c(O)c(N=NC(C)=O)c2ccccc21 (stereo unspecified) | -3 | -1 | -1 | 1 | -2.6 | 14 | 16 | 0.0 | -1.8 |
| Cc1ccc(-c2nc3ccc(Cl)cn3c2Cc2cccc(F)c2)cc1 | 6 | 7 | 6 | x | -10 | x | x | -0.1 | x |

Remaining list, next part
SMILES	PrPC surface inh	BoNT-F LC inh	Mtb FBA inh	Rv3671c protease	FadD28 binding	MazEF act	GDH-TPI inh	BioA inh	Mtb UGM inh
COc1ccc(OCC2CCNCC2)cc1	-5	-38	0	3	2.2	6	1	-1.5	0.4
C[C@]12CCC3C(C[C@@H](O)[C@H]4C[C@@H](O)CC[C@]34C)C1CC[C@@H]2O (stereo partly specified)	-3	4	2	8	-0.2	4	4	2.5	2.8
CCCOc1ccc(N2C(=O)CC(N3CCN(c4ccccc4F)CC3)C2=O)cc1 (stereo unspecified)	7	-12	-1	-7	0.0	-1	5	-1.8	0.7
O=C(Nc1ccc(OCC(=O)N2CCOCC2)cc1)c1ccccc1F	5	4	1	1	-2.9	4	-7	1.4	0.5
O=C(NCc1ccco1)c1ccc(S(=O)(=O)N2CCCCC2)cc1	-1	-3	3	1	-1.0	6	0	x	9.8
CCOC(=O)c1c(N)sc(C(=O)N2CCOCC2)c1C	6	0	0	4	-1.4	1	12	-1.5	-0.6
O=C(NCC1COc2ccccc2O1)c1ccc(Cl)c(S(=O)(=O)N2CCOCC2)c1 (stereo unspecified)	4	2	3	-1	2.3	-9	2	2.0	-0.3
Cc1ccc(SCC(=O)Nc2ccc3c(c2)C(=O)N(C)C3=O)cc1	1	4	0	-2	0.0	12	12	-0.1	-1.4
N#Cc1cc(S(=O)(=O)c2ccccc2)c(N)[nH]c1=O	-1	-6	2	-2	-2.7	-7	12	0.7	-0.7
CCN(CC)C(=O)C1=C(C)N(CCC2=CCCCC2)C(=O)C(CC(=O)NC(c2ccccc2)c2ccccc2)C1 (stereo unspecified)	6	-2	-1	x	-3.4	5	2	-0.7	x
CCOc1ccc(OCC(=O)Nc2cc3c(cc2C(=O)O)OCCCO3)cc1	-3	23	2	-6	0.3	2	4	1.0	0.6
CN=C(c1ccc(C)cc1)n1c(=S)nc(-c2ccc(C)cc2)n(C)c1=S	8	-3	2	3	-1.8	7	6	-0.6	4.6
O=C(NCc1ccc2c(c1)OCO2)c1cccc(N2CCCC2=O)c1	-2	-10	-1	6	-0.4	-1	-1	0.9	-2.4
CCc1sc(NC(C)=O)nc1-c1ccccc1	-4	0	3	-4	-2.1	6	7	-0.4	0.3
CC(C)N(Cc1cn(C)nc1-c1cccc(Cl)c1)CC1CCC(=O)N1 (stereo unspecified)	-1	0	0	7	-1.8	0	9	0.1	-3.0
COCC1CCN(Cc2cn(C)nc2-c2cccc(Cl)c2)C1 (stereo unspecified)	-7	-1	1	1	-2.4	11	-1	2.0	5.6
O=C(Cn1c(SCC(=O)N2CCc3ccccc3C2)nc2ccccc21)NC1CCCC1	6	13	-1	-5	-2.4	7	-5	2.5	-3.2
Cc1ccc(C(=O)Nc2nc3ccc(S(C)(=O)=O)cc3s2)s1	-4	3	8	-2	-3.7	2	22	-3.4	2.1
O=C1NC(=O)C(c2ccc(Cl)cc2)N1 (stereo unspecified)	6	8	4	3	0.3	0	6	-2.0	0.5
O=C(CN1CCN(Cc2ccccc2)CC1)N/N=C/c1c[nH]c2ccccc12	-6	-34	0	-1	-0.4	8	20	x	-1.3
COc1cccc(/C=C/C(=O)OC(C)C(=O)Nc2c(C)n(C)n(-c3ccccc3)c2=O)c1 (stereo unspecified)	-1	-4	29*	-4	-0.7	-14	4	x	2.8
CSC1=NCCN1C(=O)COc1ccccc1	0	2	0	-4	0.2	3	2	-1.0	1.5
COc1ccc(CCN/C=C2/CC(=O)NC2=O)cc1OC	-1	-27	-2	-5	-3.5	3	-2	-1.2	-0.4
O=C(NNC(=S)Nc1ccccc1)c1ccncc1	-10	-6	-3	9	0.0	6	14	x	-2.8
O=C(Nc1ccc(C(=O)N2CCN(c3ccccc3)CC2)cc1)C1=CSCCO1	-2	-5	1	-5	-0.5	9	9	18	-1.5
CCc1ccc(N=C2NC(=O)CS2)cc1	0	20	-1	6	-3.2	1	3	1.0	-4.5
Cn1c(SCC(=O)N2CCOCC2)nc2cccnc21	0	-26	-1	9	-2.9	-2	12	2.4	-0.6
COC(=O)CCCCCN1C(=O)/C(=C\c2ccncc2)SC1=S	8	10	8	2	2.2	-1	15	x	-5.3
CC[C@H](C)[C@H]1CNC(=S)N1CC1CCN(CCC23CC4CC(CC(C4)C2)C3)CC1	-6	-6	-3	x	-3.4	6	1	0.4	x
CCn1c(=O)n(CC)c2cc(N3CCCC3)c(NC(=O)c3cc(Cl)ccc3OC)cc21	6	-4	0	1	1.2	10	4	4.7	-1.1
CCS(=O)(=O)C(=C1Nc2ccccc2N1)S(=O)(=O)CC	-3	-28	2	4	-0.6	12	8	0.2	-0.7
O=C(c1cnn2c(C(F)(F)F)cc(-c3cccs3)nc12)N1CCCC1	-11	-10	7	-6	-1.6	9	8	x	4.4
Cc1oc2cc3oc(=O)c(CC(=O)NCC(=O)N[C@@H](C(=O)O)c4ccccc4)c(C)c3cc2c1C	-3	-4	7	-2	-0.2	-22	15	-0.8	2.6
COc1cc(-c2cc(=O)c3c(O)c(OC)c(OC)c(OC)c3o2)cc(OC)c1OC	3	-3	-1	-8	-2.4	10	-1	-1.0	-0.3
CCn1cc(SCC(=O)Nc2cc(C)on2)c2ccccc21	-2	3	-1	6	-0.3	8	8	0.0	-1.7
Cn1c(=O)c2c(nc(SCC(=O)c3ccc(F)cc3)n2C)n(C)c1=O	6	-3	1	-7	0.1	25	0	x	0.6
Cc1cc(NC(=S)NC(=O)c2ccco2)c2ccccc2n1	2	-3	-6	-5	-4.7	0	7	x	-0.2
CC(C)c1ccc(N=Cc2c(O)c3ccccc3oc2=O)cc1	1	9	1	7	-1.8	6	12	-1.0	-1.9
CC(=O)Nc1ccc(S(=O)(=O)NC(C)(C#N)C2CC2)cc1 (stereo unspecified)	-3	-15	-3	-7	-5.6	0	-4	-1.2	-1.7
O=C(COC(=O)c1ccc(Br)cc1)NC1CCCC1	12	8	2	-5	0.5	5	-4	-0.3	3.9
CCCCCCCCCC(=O)N[C@@H]1c2cc(OC)c(OC)cc2C[C@H]1OCc1ccccc1	7	3	3	x	0.3	13	11	-3.1	x
Cc1cc(S(=O)(=O)NCCCN2CCOCC2)c(C)cc1Cl	-1	8	2	x	0.1	-2	-2	-0.3	0.3
CCCCN(C(=O)c1cccc(S(=O)(=O)N2CCN(C)CC2)c1)c1c(N)n(CCCC)c(=O)[nH]c1=O	4	-2	5	2	-0.2	2	2	x	-0.7
COc1ccc(S(=O)(=O)N2CCOCC2)cc1NC(=O)CCc1c[nH]c2ccccc12	4	2	0	-6	-3.8	4	-12	x	0.6
Cc1ccc(OCC(=O)Nc2nnn(C)n2)c(C)c1	1	5	1	0	-3.7	6	1	-1.9	-0.8
